Compound activity deposited in PubChem BioAssay by National Center for Advancing Translational Sciences (NCATS).
HepG2 tox: qHTS for Inhibitors of TGF-b: Cytotox Counterscreen; HepG2 CAGA-GFP viability, ATP luminescence, 18 h; Potency, µM (titrated, usually from 46.1 µM), for the others: at the highest dose activity change, negative = cytotoxicity, usual class: cytotoxic; actives 0.76% (n = 410,000); AID 588856, 2011; also: potency is read from the fitted curve at half-maximal effect; some results filed as inactive show a strong effect at the top dose
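HepG2 CAGA-GFP cells (1000/well, DMEM with 1% FBS) received compound, then TGF-beta at 500 pg/mL final, and were incubated 18 hours at 37 degrees C. Viability was read by CellTiter-Glo luminescence. Media-only wells were set as complete cell-killing and DMSO as no toxicity.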
Nrf2 inh: Nrf2 qHTS screen for inhibitors. A549 ARE-Fluc reporter, luciferase luminescence, 18-24 h. Potency, µM (titrated, usually from 46 µM), for inactives: at the top dose activity change, negative = inhibition, usual class: inhibitors. actives 2.1% (n = 360,000). AID 504444, 2011; also: potency is read from the fitted curve at half-maximal effect; % is scaled to controls: 0 for no effect and ±100 for the full control effect; nearly all actives have a fitted effect of over 60% in size
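Quantitative HTS in A549 cells stably bearing an antioxidant response element-firefly luciferase construct. Inhibition of Nrf2-driven transcription was scored by luminescence after 18-24 h of compound exposure at 37 °C.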
EPAC2 agonist: qHTS for Agonist of cAMP-regulated guanine nucleotide exchange factor 4 (EPAC2): primary screen; Rap guanine nucleotide exchange factor 4 (Homo sapiens), Q8WZA2; EPAC2 activation, biochemical qHTS; response scale: 100% = 6.5 mM cAMP response; Potency, µM (series often up to 154 µM), inactives show at the top dose activation, actives largely listed as activators; actives 0.079% (n = 360,000); AID 720711, 2013; also: potency is read from the fitted curve at half-maximal effect; nearly all actives have a fitted effect of over 50% in size
Target sequence (Q8WZA2 whole entry, looked up): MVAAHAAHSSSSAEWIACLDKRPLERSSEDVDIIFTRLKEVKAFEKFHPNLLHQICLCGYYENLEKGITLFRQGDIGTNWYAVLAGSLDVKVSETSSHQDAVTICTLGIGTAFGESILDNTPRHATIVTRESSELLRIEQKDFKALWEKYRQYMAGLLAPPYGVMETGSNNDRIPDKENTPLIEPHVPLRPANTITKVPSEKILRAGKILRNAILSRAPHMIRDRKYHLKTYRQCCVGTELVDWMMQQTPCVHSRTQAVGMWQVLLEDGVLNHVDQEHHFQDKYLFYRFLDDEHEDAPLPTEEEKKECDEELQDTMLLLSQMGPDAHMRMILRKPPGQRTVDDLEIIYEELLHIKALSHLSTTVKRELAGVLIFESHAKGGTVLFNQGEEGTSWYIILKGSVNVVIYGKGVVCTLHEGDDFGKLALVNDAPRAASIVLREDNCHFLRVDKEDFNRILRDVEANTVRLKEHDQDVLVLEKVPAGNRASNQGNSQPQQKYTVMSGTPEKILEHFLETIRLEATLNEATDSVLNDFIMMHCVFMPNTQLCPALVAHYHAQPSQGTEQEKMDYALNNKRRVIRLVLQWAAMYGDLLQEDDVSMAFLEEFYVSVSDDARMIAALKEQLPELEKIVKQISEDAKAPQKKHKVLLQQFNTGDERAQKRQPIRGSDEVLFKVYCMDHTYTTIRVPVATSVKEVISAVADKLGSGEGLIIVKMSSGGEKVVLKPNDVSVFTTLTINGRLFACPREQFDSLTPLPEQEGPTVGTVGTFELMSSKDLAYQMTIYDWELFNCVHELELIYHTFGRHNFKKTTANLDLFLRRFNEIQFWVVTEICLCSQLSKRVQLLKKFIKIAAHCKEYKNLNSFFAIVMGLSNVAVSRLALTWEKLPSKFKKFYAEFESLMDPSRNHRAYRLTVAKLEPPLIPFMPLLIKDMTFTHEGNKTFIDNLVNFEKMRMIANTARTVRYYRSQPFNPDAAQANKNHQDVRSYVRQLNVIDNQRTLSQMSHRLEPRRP
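Each well held 100 nM EPAC2, 250 nM RAP1B-BODIPY-GDP and 50 uM GDP. Fluorescence, read at 5-min intervals to 30 min, was referenced to a 6.5 mM cAMP positive control.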
Nrf2 ARE act: qHTS of Nrf2 Activators; AREc32 ARE-luciferase reporter (MCF7-derived line), luminescence, 24 h; actives 0.31% (n = 410,000); Potency, µM (highest dose often 46.1 µM), inactives show at the highest dose activation, actives largely listed as activators; AID 624171, 2012; also: potency is read from the fitted curve at half-maximal effect; % of control where 0% means no effect; nearly all actives have a fitted effect of over 65% in size
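AREc32 cells carrying an ARE-driven firefly luciferase, 1000 cells/well in OPTI-MEM with 5% FBS, dosed after overnight attachment and incubated 24 hr at 37 deg C. Steady-Glo luminescence read after 30 min at RT.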
IL-2 act: qHTS of IL-2 Activators. actives 0.065% (n = 360,000). activation, % (series mostly up to about 46 µM). IL-2 activation reporter assay, cell-based qHTS; stimulated with anti-CD3/CD4/CD28 beads; in transgenic mouse T cells. AID 652025, 2013; in the data active = activation above about 50%; inconclusive = mostly about 30% to 49%; also: 0% is about no effect
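First, unstimulated transgenic mouse T cells were exposed to compound for 60 min. Next, anti-CD3/anti-CD4-coated beads with anti-CD28 were added. Finally, after 18 h at 37 degrees C, EGFP and DsRed were imaged.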
A549 tox: Nrf2 qHTS screen for inhibitors: counterscreen for cytotoxicity | A549 ARE-Fluc cells, CellTiter-Fluor viability, 18-24 h | Potency, µM (highest dose often 46 µM), inactives show at the top dose activity change, negative = cytotoxicity, most hits filed as inhibitors | actives 0.16% (n = 390,000) | AID 504648, 2011; also: potency is read from the fitted curve at half-maximal effect; % is scaled to controls: 0 for no effect and ±100 for the full control effect
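Cytotoxicity counterscreen: CellTiter-Fluor fluorescence was measured in A549 ARE_Fluc cells after 18-24 h of compound exposure in a concentration series. The subsequent BugLite luminescent read reports ARE-luciferase activity.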
ATXN2 expr inh: Primary qHTS for Inhibitors of ATXN expression; HEK-293 ATXN2-luciferase reporter, luminescence, 24 h; actives 0.72% (n = 360,000); Potency, µM (top dose mostly 57 µM), without a hit: at the top dose activity change, negative = inhibition, most hits filed as inhibitors; also: potency is read from the fitted curve at half-maximal effect; % is scaled to controls: 0 for no effect and ±100 for the full control effect; nearly all actives have a fitted effect of over 55% in size
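qHTS (up to 57 uM final) was run with 24 h compound exposure of reporter cells at 37 °C. Each well was multiplexed: SteadyGlo luminescence measured ATXN2-luciferase expression after a fluorogenic Gly-Phe-AFC viability readout (25 uM final).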
S2 tox: Viability Counterscreen for Primary qHTS for Inhibitors of ATXN expression; S2 cells (HEK-293 line with an ATXN2-luciferase reporter) viability, CellTiter-Fluor protease fluorescence, 24 h; Potency, µM (doses to about 56.7 µM), usual class: cytotoxic; actives 0.49% (n = 400,000); AID 651635, 2014; also: potency is read from the fitted curve at half-maximal effect; nearly all actives have a fitted effect of over 40% in size
TGFb inhibitor: qHTS for Inhibitors of TGF-b | HepG2 CAGA-GFP TGF-b/SMAD3 reporter, GFP fluorescence, 18 h; TGF-beta stimulated, 500 pg/mL final | Potency, µM (highest dose often 46.1 µM), inactives show at the highest dose activity, negative = inhibition, most hits filed as inhibitors | actives 1.2% (n = 410,000); also: potency is read from the fitted curve at half-maximal effect; % is scaled to controls: 0 for no effect and ±100 for the full control effect; nearly all actives have a fitted effect of over 65% in size
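Smad-responsive CAGA-GFP expression was quantified in HEPG2 cells exposed to compounds and 500 pg/mL final TGF-beta for 18 h at 37 degrees C; unstimulated wells defined full inhibition.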
Starred values were filed as active, the others as inactive; i = inactive; ? = inconclusive; . = not tested or not shown; & = joins results of further samples; [ ] = another dose, or the depositor's remark. Unless noted, calls follow the shape of the dose curve; as a rule, active = well fitted curve in the direction sought with a large enough effect; inconclusive = small, poorly fitted or top-dose-only effect, or another doubt; inactive = no such curve, though single readings can be large; an effect the other way counts as inactive or inconclusive.

Each structure is followed by: HepG2 tox	Nrf2 inh	EPAC2 agonist	Nrf2 ARE act	IL-2 act	A549 tox	ATXN2 expr inh	S2 tox	TGFb inhibitor
Cc1cccc(NC(=O)CSc2c3c(nc4ccccc24)CCC3)n1
→ -1.1%	?	-0.7%	?	-1.6	0.0%	9.7%	i	1.2%
COc1ccc(NC(=O)NCCc2cccc(Cl)c2)cc1OC
→ -3.1%	11.3%	2.8%	-0.9%	-4.1	4.1%	7.2%	i	-0.9%
CCCCCCN1C=CC=C/C1=C/C=C(C#N)C#N
→ -14.8%	-2.9%	-655.5%[inhibitor]	-0.1%	11.9	-16.4%	-1.7%	i	4.9%
O=C(O)c1cc([N+](=O)[O-])ccc1Oc1ccccc1
→ 32.1%	-1.2%	-0.9%	-0.5%	-3.9	-1.8%	10.4%	i	13.3%
Cc1occc1C(=O)Nc1nnc(-c2cccs2)s1
→ 4.4%	?	6.2%	11.2µM*	1.5	-3.4%	24.7%	?	2.1%
O=C1c2ccccc2C(=O)N1OCCOCCOCCON1C(=O)c2ccccc2C1=O
→ 6.2%	13.2%	2.1%	-0.7%	2.2	-1.3%	-2.8%	i	-5.7%
CCOC(=O)c1cnc(-n2cc(C)cn2)nc1Nc1ccccc1OCC
→ 5.0%	?	-7.0%	0.2%	-1.9	-8.0%	-26.7%	i	-11.8%
COc1cc(C(=O)N2CCN(S(=O)(=O)c3cccs3)CC2)cc(OC)c1C
→ -17.9%	-3.6%	7.2%	0.2%	0.3	1.0%	-30.3%	?	-14.1%
COc1cccc(/C=C/C(=O)OCC(=O)N(C)CC(=O)Nc2ccccc2Cl)c1OC
→ 0.4%	2.4%	3.8%	?	0.1	-2.6%	4.5%	i	-12.5%
CCOC(=O)N1[C@@H]2C=C(C)[C@@H]2[C@@H]2[C@@H](C)C(=O)N21
→ 4.5%	2.7%	3.2%	0.0%	1.1	-8.5%	0.1%	i	9.1%
CN(C)CCCOc1ccc(C(C)(C)c2ccccc2)cc1
→ -46.9%	1.6%	3.1%	2.5%	-2.0	4.3%	-20.4%	i	-5.0%
Cc1c(Br)c(C(=O)NCc2cc3cc(Cl)ccc3[nH]2)nn1C
→ -4.8%	5.7%	10.1%	2.7%	0.3	0.9%	1.0%	i	-18.4%
COc1ccc(NC2=CC(=O)CC(C)(C)C2)cc1
→ -9.2%	-18.1%	1.3%	0.1%	3.6	0.5%	.	i	-3.0%
Cc1onc(C(=O)N2CCN(Cc3ccccc3)CC2)c1[N+](=O)[O-]
→ 3.6%	-9.9%	6.4%	0.8%	0.9	-22.0%	-0.3%	i	-9.3%
CC1(C)C(=O)N(c2ccccc2)C(=O)c2ccccc21
→ -24.9%	8.9%	10.7%	4.7%	1.3	2.4%	.	i	-22.7%
O=C(O)CSc1nc2ccccc2nc1N1CCCCC1
→ -1.8%	-13.7%	.	-1.1%	.	-4.5%	-1.4%	i	3.3%
CCOC(=O)C(CC)N1CCN(Cc2ccc(F)cc2)C(=O)C1=O (stereo not given)
→ 1.1%	.	.	-0.3%	.	-8.5%	2.6%	i	-25.8%
O=C1CCN(S(=O)(=O)c2ccc(Cl)cc2)CC1
→ -1.2%	-0.3%	3.7%	-0.4%	-1.1	0.9%	3.4%	i	-11.4%
COc1ccc(/C=C/CN2CCCC(C(=O)c3cc(F)ccc3F)C2)cc1 (stereo not given)
→ -32.5%	14.6%	6.3%	1.9%	0.7	2.0%	.	i	-10.9%
N#C/C(C(=O)Oc1ccccc1)=C1\C=CC=CN1
→ -27.9%	?	4.0%	0.8%	-0.4	-10.5%	26.3%	i	-4.3%
O=[N+]([O-])c1ccc2cn(C3OC(CO)C(O)C3O)nc2c1 (stereo not given)
→ -23.3%	.	11.4%	3.0%	-3.7	.	.	i	?
O=C(CSc1nc2c([nH]c3ccccc32)c(=O)n1-c1ccccc1)N1CCCCCC1
→ -16.8%	.	.	-0.3%	.	-7.9%	.	.	-28.7%
NC(=O)C1CCN(C(=O)CCc2ccsc2)CC1
→ -2.3%	?	0.2%	0.7%	0.7	5.3%	-11.1%	i	0.0%
C=C[C@@H](C)N(Cc1ccc(OC)cc1)S(=O)(=O)N(Cc1ccccc1)[C@H](C=C)C(C)C
→ -32.0%&-27.8%	-11.4%	5.1%	-0.4%	-5.1	-1.1%	1.6%	i	0.0%&-25.3%
COCc1cccc(-c2csc(C(NC(C)=O)c3ccccc3)n2)c1 (stereo not given)
→ -25.2%	.	10.1%	3.1%	-0.3	.	3.4%	i	29.5%
O=C(Nc1ccc(C(=O)NCc2ccccc2Cl)cc1)C1=CSCCO1
→ -3.7%	-16.5%	4.8%	0.2%	-0.8	1.0%	14.3%	i	1.2%
CN(C)S(=O)(=O)c1ccc(NC(=O)N2CCN(c3ccccc3Cl)CC2)cc1
→ -33.0%	?	17.7%	0.2%	-3.3	-8.7%	?	i	7.7%
Cc1cccc(Cn2c(N3CCc4ccccc4C3)nc3c2c(=O)[nH]c(=O)n3C)c1
→ 1.7%	-13.4%	-4.2%	0.4%	-0.1	-12.6%	-21.9%	?	-6.6%
Oc1ccccc1CNCCCN1CCOCC1
→ 3.3%	1.7%	3.9%	3.1%	0.0	-2.6%	-3.3%	?	-16.2%
Oc1ccc(/C=N/NC(=S)N2CCOCC2)cc1
→ -30.9%	-5.6%	-1.6%	6.7%	-0.9	-3.8%	-14.4%	i	?

Retrieved one by one from the entries so far (2):
Each structure is followed by: HepG2 tox	Nrf2 inh	EPAC2 agonist	Nrf2 ARE act	IL-2 act	A549 tox	ATXN2 expr inh	S2 tox	TGFb inhibitor
O=C(CSc1nc2c([nH]c3ccccc32)c(=O)n1-c1ccccc1)N1CCCCCC1
→ -16.8%	.	.	-0.3%	.	-7.9%	.	.	-28.7%
COc1ccc(NC(=O)NCCc2cccc(Cl)c2)cc1OC
→ -3.1%	11.3%	2.8%	-0.9%	-4.1	4.1%	7.2%	i	-0.9%

Next part
Each structure is followed by: HepG2 tox	Nrf2 inh	EPAC2 agonist	Nrf2 ARE act	IL-2 act	A549 tox	ATXN2 expr inh	S2 tox	TGFb inhibitor
O=C(Cc1cccs1)Nc1cccc(C(=O)Nc2ccco2)c1
→ 1.8%	-8.6%	0.6%	0.7%	-3.2	0.7%	-10.8%	?	-8.6%
CCCn1c(N2CCOCC2)nc2c1c(=O)[nH]c(=O)n2C
→ 0.7%	3.4%	7.4%	0.1%	-1.4	-2.4%	3.0%	i	-2.1%
CC(C)C(NS(=O)(=O)c1cccc2nsnc12)C(=O)Nc1nc2ccc(Cl)cc2s1 (stereo not given)
→ -17.1%	-26.7%	7.2%	-0.5%	-3.4	-12.8%	-12.7%	?	?
COc1ccc(OC)c(C2N(c3ccccn3)C(=O)C3CCCN32)c1 (stereo not given)
→ 5.5%	1.6%	-1.1%	0.3%	-2.3	-11.7%	-21.3%	i	7.1%
CS(=O)(=O)Nc1cccc(NC(=O)C2Cc3c(-c4cccc(C(N)=O)c4)ccnc3O2)c1 (stereo not given)
→ -7.1%	.	12.2%	-1.0%	-0.3	.	7.6%	i	25.1%
CCCNS(=O)(=O)c1cc2c3c(c1)CCN3C(=O)CC2
→ 4.1%	?	7.7%	-0.2%	0.0	6.8%	.	i	7.0%
COc1cc(NC2c3ccccc3C(=O)N2c2cc(C)ccn2)cc(OC)c1OC (stereo not given)
→ -0.1%	0.0%	3.6%	0.1%	-0.2	0.0%	13.5%	i	-6.7%
Cc1ccc(NC(=O)c2nc(-c3ccncc3)no2)c(Cl)c1
→ -45.4%	?	.	-0.1%	.	11.8%	.	.	-15.5%
Clc1ccc(C2CC(c3ccco3)n3ncnc3N2)cc1Cl (stereo not given)
→ -39.2%	-1.2%	1.4%	4.7%	-2.1	-0.7%	-20.0%	i	-11.4%
CCn1c(=O)c(=O)n(CC)c2cc(S(=O)(=O)N3CCc4ccccc43)ccc21
→ -28.2%	?	7.2%	0.1%	-4.0	-16.6%	?	i	8.3%
COc1cccc(CN2CC(C(=O)NCC3CCOCC3)CCC2=O)c1 (stereo not given)
→ 10.2%	7.3%	-0.2%	0.2%	-2.8	4.6%	6.7%	i	5.6%
COc1ccc(OC)c(CNS(=O)(=O)c2c(C)nc3scc(C)n3c2=O)c1
→ -1.7%	-22.1%	3.2%	0.0%	0.3	-5.0%	.	i	-22.3%
O=C1CCN(Cc2ccco2)C(=S)N1
→ 4.4%	10.1%	7.3%	-2.5%	0.0	-4.1%	-3.3%	i	-2.5%
CS(=O)(=O)Nc1cccc2cccnc12
→ -28.6%	22.2%	-18.1%	?	2.5	10.1%	-8.2%	i	?
CCC(=O)N1c2ccc(S(=O)(=O)CCC(=O)N3CCN(c4cc(C)ccc4C)CC3)cc2CC1C (stereo not given)
→ 4.0%	?	.	-0.5%	.	-0.1%	-4.3%	i	6.7%
CCCn1cnc2c(Sc3c([N+](=O)[O-])ncn3C)nc(N)nc21
→ 0.3%	-16.7%	-1.2%	7.6%	-1.2	-18.3%	7.6%	?	-0.3%
CCN(CC)c1nn2c(=O)c(C(=O)NCc3cccc(C)c3)cnc2s1
→ -14.5%	-17.8%	.	0.3%	.	8.0%	.	.	0.0%
O=C(COc1coc(CN2CCN(c3ccccc3F)CC2)cc1=O)Nc1ccccc1
→ -13.4%	-1.8%	7.7%	-0.6%	8.2	10.9%	-21.2%	i	7.2%
Cc1csc(CN(C)C(=O)C2CCC(=O)N(CCN(C)C)C2)n1 (stereo not given)
→ -3.7%	2.2%	-2.9%	-0.7%	1.7	0.0%	.	?	11.4%
CSCC(=O)Nc1cc(C)on1
→ -20.5%	0.7%	3.7%	1.6%	-1.9	2.2%	34.2%	.	2.9%
